Avidin fluor: compound fluoresces at 488/530 nm on avidin beads; compound fluorescence 488/530 nm, flow cytometry; active compounds read high; fluorescence (KMESF) at 10 µM; actives 0.38% (n = 220,000); in the data active means fluorescence above about 47; further: inactives centre near 10
Pf gametocyte: kills late stage P. falciparum gametocytes; inhibition, % at 10.9 µM; actives 0.065% (n = 150,000); P. falciparum stage V gametocytes, ATP luminescence, 24 h;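 active means inhibition above the mean plus 3 SD of compounds within the control limits, set per campaign, cut at about 38% in these data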;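 further: 0% = DMSO wells and 100% = medium only without gametocytes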
Mcl1 Noxa PPI: disrupts binding of human Mcl-1 to Noxa peptide. Q07820. TR-FRET Mcl-1/Noxa peptide binding, 2 h. inhibition, % at 21.7 µM. actives 1.5% (n = 220,000);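 active means compounds that cut the protein-peptide binding signal by more than 50% relative to plate controls in a single-dose test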;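 further: His-tagged Mcl-1 with rhodamine Noxa BH3 peptide and terbium anti-His antibody; 0% = Mcl-1 plus Noxa peptide wells and 100% = peptide-only wells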
Target sequence (Q07820 whole entry, looked up): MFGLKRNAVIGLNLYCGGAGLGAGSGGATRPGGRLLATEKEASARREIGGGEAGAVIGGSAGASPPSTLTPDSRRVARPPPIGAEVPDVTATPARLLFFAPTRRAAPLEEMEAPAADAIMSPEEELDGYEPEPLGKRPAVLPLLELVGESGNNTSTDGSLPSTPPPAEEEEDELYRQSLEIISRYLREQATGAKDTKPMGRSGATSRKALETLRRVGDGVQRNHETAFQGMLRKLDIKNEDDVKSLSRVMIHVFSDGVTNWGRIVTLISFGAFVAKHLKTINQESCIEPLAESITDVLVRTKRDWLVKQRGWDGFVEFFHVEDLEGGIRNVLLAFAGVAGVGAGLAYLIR
Mcl1-Bid inh: disrupts binding of human Mcl-1 to Bid peptide. TR-FRET Mcl-1/Bid-Dy647 peptide binding, 1536-well. Q07820. inhibition, % at 21.7 µM. actives 0.97% (n = 220,000);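 active means compounds that cut the binding signal by more than half at the single screening dose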;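 further: His-tagged Mcl-1 with europium anti-His antibody binding Bid BH3 peptide; 0% = Mcl-1 plus peptide wells and 100% = peptide-only wells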
* hit, by the source's call.

SMILES	Avidin fluor	Pf gametocyte	Mcl1 Noxa PPI	Mcl1-Bid inh
CCN(CC)c1ccc(/C=N/NC(=O)c2ccoc2C)cc1	7	15	18	-65
CC(C)CC(=O)NC(=S)Nc1ccc(CN2CCOCC2)cc1	7	18	-5	-24
O=C(N/N=C/c1cccnc1)c1cc(-c2ccccc2OCc2ccccc2)n[nH]1	7	15	-14	5
CCCCNC(=O)c1cc2cccc([N+](=O)[O-])c2[nH]1	7	8	5	0
Cn1cc(Cl)c(/C=C(\C#N)S(=O)(=O)c2ccccc2)n1	6	-9	10	-13
O=C(CSC1=NNC(c2ccccn2)S1)Nc1ccc(C(F)(F)F)cc1 (stereo not drawn)	7	1	-61	-100
NNc1nc2sc3c(c2c(=O)n1-c1ccccc1)CCCC3	13	10	-53	-187
O=C1C(Cl)=C(Nc2ccc(O)cc2)C(=O)c2ccccc21	5	5	44	-26
COC(=O)CCNCCSc1nnc(-c2ccco2)n1Cc1ccccc1	10	3	16	-3
O=C(CSc1nnc2ccccn12)NNC(=O)c1ccc([N+](=O)[O-])cc1	16	11	3	-27
COC(=O)c1sc(C(C)(C)C)cc1CS(=O)(=O)c1ccc(Cl)cc1	4	-20	1	5
COc1ccc(N2C(=O)c3ccccc3NC2c2ccc(OC)c(CN3CCOCC3)c2)cc1 (stereo not drawn)	6	-9	8	-72
COc1ccc2c(c1)CCC(C)N2C(=O)C(=O)c1c[nH]c2ccccc12 (stereo not drawn)	5	-9	2	-8
O=Cc1sc(=O)n(Cc2cccc(C(=O)O)c2)c1Cl	7	-17	33	-4
Cc1nc(SCC(=O)c2ccc(F)c(F)c2)[nH]c(=O)c1Oc1ccc(F)cc1	3	14	8	7
Cn1nc(C(C)(C)C)cc1C(=O)NNC(=O)c1ccccc1Cl	8	-5	-10	1
O=[N+]([O-])c1ccccc1O[C@@H]1O[C@H](CO)[C@H](O)[C@H](O)[C@H]1O	13	-3	-5	-5
CCCN(C(=O)C(=O)Nc1ccc2nc3n(c(=O)c2c1)CCCCC3)c1ccc(OCC)cc1	7	-47	21	14
CCSC(=S)c1c(C)[nH]n(-c2ccccc2)c1=O	5	-3	24	-5
Fc1ccccc1/C=N/n1c(-c2cccnc2)n[nH]c1=S	6	8	12	-37
N#CCCN(Cc1ccncc1)C(=S)NC1CC2C=CC1C2 (stereo not drawn)	5	2	-2	-17
COc1ccc(NS(=O)(=O)c2cccc(C(=O)N/N=C/c3cn(-c4ccccc4)nc3-c3ccccc3)c2)cc1	8	16	5	-20
Cn1nc(C(F)(F)F)c(-c2ccc(F)cc2)c1NC(=O)c1cccnc1	8	-6	1	-18
O=C(N/N=C/C=C/c1ccco1)c1ccncc1	6	-16	10	-83
CN1CCN(C(=S)NC(=O)/C=C/c2cccs2)CC1	27	2	-5	-11
CCCCN(CCCC)c1nc(-c2ccncc2)nc2ccccc12	4	-4	13	-7
COC(=O)C1=C(Nc2ccccc2NS(=O)(=O)c2ccc(C(F)(F)F)cc2Cl)CSC1	7	-17	-3	-32
Cn1nccc1NC(=O)COCC(=O)O	6	-4	-3	-3
COc1ccc(O)c(C(=O)c2cc(SCC(=O)O)c3nc4sc5c(c4c(=O)n3c2)CCCC5)c1	12	-2	108*	41
Cc1cc(C)n2nc(C(=O)N/N=C/c3ccccc3C)nc2n1	9	-9	3	31

Nothing new here: entries from further up.
SMILES	Avidin fluor	Pf gametocyte	Mcl1 Noxa PPI	Mcl1-Bid inh
N#CCCN(Cc1ccncc1)C(=S)NC1CC2C=CC1C2 (stereo not drawn)	5	2	-2	-17
COc1ccc(NS(=O)(=O)c2cccc(C(=O)N/N=C/c3cn(-c4ccccc4)nc3-c3ccccc3)c2)cc1	8	16	5	-20
Cn1nc(C(F)(F)F)c(-c2ccc(F)cc2)c1NC(=O)c1cccnc1	8	-6	1	-18
O=C(N/N=C/C=C/c1ccco1)c1ccncc1	6	-16	10	-83
CN1CCN(C(=S)NC(=O)/C=C/c2cccs2)CC1	27	2	-5	-11
CCCCN(CCCC)c1nc(-c2ccncc2)nc2ccccc12	4	-4	13	-7
COC(=O)C1=C(Nc2ccccc2NS(=O)(=O)c2ccc(C(F)(F)F)cc2Cl)CSC1	7	-17	-3	-32

Further compounds.
SMILES	Avidin fluor	Pf gametocyte	Mcl1 Noxa PPI	Mcl1-Bid inh
CC(C)C(=O)c1ccc(O)c(O)c1	3	-3	-3	-41
C[C@@]12CCC=C[C@H]1[C@H](c1ccc3ccccc3c1)N(Cc1ccccc1)C2=O	8	9	35	-2
O=C1CCCC(O)=C1N=Nc1c(Cl)cc(C(F)(F)F)cc1Cl	5	1	-16	-8
CCN(CC)S(=O)(=O)c1cccc(NC(=O)CNC2CCCCCC2)c1	7	-7	28	17
O=C(CSc1c(F)c(F)cc(F)c1F)Nc1ccc(C2SCCS2)cc1	8	-8	-2	-21
O=C(NNS(=O)(=O)c1ccccc1F)c1cc(-c2ccccc2)n[nH]1	6	-8	2	-34
COc1cc2c(cc1OC)C(CCc1ccccc1)=NCC2	5	-1	7	-5
Nc1cc(S(=O)(=O)Nc2ccccc2Cl)ccc1N1CCCC1	6	-19	15	-151
COc1ccccc1Oc1ccc2c(c1)C(=O)N(CC1CCCO1)C2=O (stereo not drawn)	3	-6	1	-6
Cc1cc(=O)[nH]c(-c2ccccc2OC(F)(F)F)n1	4	-3	6	49
CC(=O)OC(COC1C[C@@H]2CC[C@@]1(C)C2(C)C)C[N+]1(C)CCCCC1 (stereo partly drawn)	6	-18	0	-37
CCCC12CN(C(=O)c3ccc([N+](=O)[O-])cc3)CC(C)(CN(C(=O)c3ccc([N+](=O)[O-])cc3)C1)C2=O	6	10	5	1
COc1cc(OC)cc(C(=O)NCC(=O)OCC(=O)Nc2cc(S(C)(=O)=O)ccc2Cl)c1	7	3	0	10
O=c1oc2ccccc2n1Cc1cccc(Cl)c1	5	6	-6	-2
CN(C)/C=C1\C(=O)N(c2ccc(F)cc2F)C(c2cccnc2)S1(=O)=O (stereo not drawn)	7	10	28	-39
COc1ccccc1N=Nc1c(C)noc1C	6	-12	6	-13
NS(=O)(=O)c1ccc(NC2=CC(c3ccc(F)cc3)N(c3ccc(S(N)(=O)=O)cc3)C2=O)cc1 (stereo not drawn)	6	-11	7	-15
Nc1c(C(=O)N/N=C/c2cccnc2)oc2nc(-c3ccco3)cc(-c3ccco3)c12	6	3	48	-18
Cc1ccc(NS(=O)(=O)c2cc3c4c(cccc4c2)C(=O)NC3=O)cc1C	3	-5	21	6
CCc1ccc(/C=C2/SC(N3CCOCC3)=NC2=O)cc1	6	15	3	-27
O=C(NNC(=S)NC1CC2C=CC1C2)c1cccnc1 (stereo not drawn)	6	-7	4	-26
Cc1nc(-c2cc(C#N)c(Sc3cccc(C(F)(F)F)c3)nc2C)cs1	9	-49	-6	-3
O=C(CC(=O)Nc1nc(C23CC4CC(CC(C4)C2)C3)cs1)NCCO	6	4	-2	-11
CC(=O)NC(CC(=O)O)c1ccccc1 (stereo not drawn)	3	-1	-31	-17
Cc1ccc(NCC(O)C(O)C(O)CO)c(N=Nc2ccccc2)c1C (stereo not drawn)	9	-13	12	-149
O=C(Nc1ccccc1)N(C1=NCCC1)c1ccccc1	5	9	9	-44
C#CCn1c(=NC(=O)CN2C(=O)CCC2=O)sc2cccc(OC)c21	5	-18	10	-11
CCCn1c(SCC(=O)Nc2ccccc2Cl)n[nH]c1=O	8	-6	17	-22
COc1ccc(CNC(=O)C2CCC(=O)N2C(C)C)c(OC)c1 (stereo not drawn)	7	-7	45	-13
CCCn1c2c(c(=N)c3c1CCC3)CCC2	8	-2	14	-7
COc1ccc(-c2c(C(F)(F)F)nn(C)c2NC(C)=O)cc1	6	-2	-12	-4
Cn1nc(C(C)(C)C)cc1NC(=O)Nc1cc(Cl)cc(Cl)c1	4	-13	1	7
COc1cc([N+](=O)[O-])cc(/C=N/NC(=O)Cn2cncn2)c1O	10	-5	-33	-75
C[C@H](NC(=O)c1nc[nH]c1C(=O)N1CCN(c2ccccc2)CC1)C(=O)OC(C)(C)C	7	-11	12	-70
CCCCN(C(=O)Oc1ccccc1)C1CCS(=O)(=O)C1 (stereo not drawn)	7	8	-10	-21
O=C(N/N=C/c1ccccc1[N+](=O)[O-])c1cnccn1	7	4	-5	-10
N#CC1=C2N=C(N)c3ccccc3N2C2=C(C(=O)CCC2)C1c1ccccc1F (stereo not drawn)	6	0	-15	-67
CCN1CCN(c2cc(C(C)C)nc3c(-c4ccccc4)c(C)nn23)CC1	8	-10	17	-87
Cc1cc(SCC(=O)c2ccc(O)c(O)c2)n2nc(C)c(-c3ccccc3)c2n1	4	-4	45	-93
O=C(Nc1ccc(Oc2ncnc3cc(Cl)ccc23)nc1)c1cccs1	6	-5	-220	-244

Another view of 4 compounds above.
| Structure | Avidin fluor | Pf gametocyte | Mcl1 Noxa PPI | Mcl1-Bid inh |
| --- | --- | --- | --- | --- |
| CN1CCN(C(=S)NC(=O)/C=C/c2cccs2)CC1 | 27 | 2 | -5 | -11 |
| CCCCN(CCCC)c1nc(-c2ccncc2)nc2ccccc12 | 4 | -4 | 13 | -7 |
| COC(=O)C1=C(Nc2ccccc2NS(=O)(=O)c2ccc(C(F)(F)F)cc2Cl)CSC1 | 7 | -17 | -3 | -32 |
| Cn1nccc1NC(=O)COCC(=O)O | 6 | -4 | -3 | -3 |

(list continues)
SMILES	Avidin fluor	Pf gametocyte	Mcl1 Noxa PPI	Mcl1-Bid inh
COc1ccccc1CN1C[C@@H]2C[C@@H](c3ccccc3OC)N3CCC[C@@]23C1=O	5	11	-7	-24
O=C(C1CC1)N1CCN(c2ccc([N+](=O)[O-])cc2-n2cccc2)CC1	9	11	-13	-34
Cc1cc(C)c2c(CCl)cc(=O)oc2c1	14	-1	5	-2
Cc1cc(C(=O)NC2Cc3ccccc3C2)c(C)o1	3	-10	-6	-16
COC(=O)N/N=C/c1cc(N=Nc2ccccc2)ccc1O	9	-8	-14	-15
Fc1ccc(C2=NOC(c3nnc(-c4ccccc4)o3)C2)cc1 (stereo not drawn)	10	2	1	-40
Cc1nc2c(c(C)nn2-c2ccccc2)c(C)c1CCC(=O)Nc1ccc(CN2CCCC2)cc1	9	8	19	-29
CC(C(=O)N1CCN(Cc2ccccc2)CC1)c1ccc([N+](=O)[O-])cc1 (stereo not drawn)	10	5	-11	-12
C1CCCCCC(=NNc2nn[nH]n2)CCCCC1	5	4	-12	-25
COc1ccc(/C=C\C(=O)NCC(=O)N/N=C/c2ccc(O)cc2O)cc1	5	10	-13	-111
O=C(Nc1ccc(-c2csc(Nc3ccc(Cl)cc3)n2)cc1)c1cccc(C(F)(F)F)c1	7	23	-6	-103
O=C(NN=C1CCCC1)c1[nH]c2ccc(Cl)cc2c1-c1ccccc1	7	-10	13	13
Nc1nc(C2CCOCC2)cs1	5	9	12	-49
NNC(=O)c1ccc(COc2ccc3ccccc3c2)o1	8	-14	1	-6
CC(C)/C=N/Nc1nc2c(c(=O)n(C)c(=O)n2C)n1C	5	22	-1	-87
Cc1cccc(NC(=O)CCC(=O)Nc2nnc(C(F)(F)F)s2)c1	3	-18	-1	-25
c1ccc(COC(CN2CCCCCC2)CN2CCCCCC2)cc1	7	-10	-3	-24
O=C(CSC(=S)N1CCOCC1)Nc1ncc2c(n1)CC(c1ccco1)CC2=O (stereo not drawn)	8	-6	10	-20
Cc1sc2nc(CSCC(=O)Nc3ccc(N4CCOCC4)cc3)[nH]c(=O)c2c1C	6	-2	5	-27
CCOc1ccc(C2NC(=O)NC(C)=C2[N+](=O)[O-])cc1OC (stereo not drawn)	5	18	-8	-27
CCCCC1=CC2=C(c3ccco3)C(=O)C(C)(OC(=O)c3ccc(OC)cc3)C(=O)C2=CN1C1CC1 (stereo not drawn)	9	15	2	-144
NC(=O)CC(NC(=O)Cc1ccc(Br)cc1)c1ccc(NCc2ccc(F)cc2)c([N+](=O)[O-])c1 (stereo not drawn)	12	3	-2	15
CCCCC1=CC2=C(c3ccco3)C(=O)C(C)(OC(=O)c3ccc(OC)cc3)C(=O)C2=CN1CCCCO (stereo not drawn)	10	-5	4	-83
Cc1ccc(NC(=O)CNCC2CCCCC2)cc1S(=O)(=O)N(C)C	7	18	20	11
COCCCn1c(=O)cc(C)[nH]c1=S	6	-14	-4	-20
CCOc1ncccc1C(=O)OCC(=O)Nc1ccc(C(N)=O)cc1	7	-12	1	-1
CCOC(=O)CN(C(=O)COc1nc(C)cc(C)c1C#N)c1ccc(F)cc1	7	11	6	-12
CN(CCC#N)C(=S)Nc1ccc(F)cc1	5	-27	-4	-138
CCn1c(NCc2cc(Cl)ccc2O)nc2ccccc21	7	-10	-5	-34
CCc1ccc(OCC(=O)NC(=S)Nc2ccc(C(=O)O)cc2)cc1	6	0	24	-6
CCN(CC)CCN1CNC(=S)N(c2ccccc2OC)C1	6	13	9	-32
N#C/C(=N/Nc1ccccc1[N+](=O)[O-])C(N)=S	7	17	19	-23
CC(C)(C)OC(=O)NCCC(=O)N/N=C/c1cccc2nccnc12	7	-8	-1	14
O=C(/C=C/c1ccccc1)N(Cc1cccc(Cl)c1)C1CCS(=O)(=O)C1 (stereo not drawn)	8	-1	-18	-41
Cc1ccc(/C=N/OC(=O)c2c(C)noc2-c2snnc2C)cc1	6	15	8	63*
CC(C)(CCO)NC(=S)NC1CC2C=CC1C2 (stereo not drawn)	5	-18	17	-47

Screens from PubChem.

The list is partial (hit frequency here may not be typical).
